Screens: PubChem, several laboratories
human PMI inhibitors: human PMI inhibitors, high substrate, primary screen, biochemical, fluorescence intensity, high mannose 6-phosphate (AID 1220). Mannose-6-phosphate isomerase (Homo sapiens). actives 0.66% (n = 190,000). inhibition, % at 20 µM, or IC50 in µM where a hit was titrated. recombinant PMI enzyme, coupled fluorescence intensity; higher % means a stronger effect
P. falciparum M1AAP: P. falciparum M1AAP inhibitors, biochemical, fluorogenic H-Leu-NHMec substrate, 1536-well (AID 1445) | Aminopeptidase N (Plasmodium falciparum (isolate 3D7)) | recombinant M1AAP, H-Leu-NHMec fluorogenic kinetic assay; higher % means a stronger effect | inhibition, % at 30 µM, or IC50 in µM where a hit was titrated | actives 0.42% (n = 220,000);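 active means primary inhibition above the hit cutoff, then over 50% inhibition at one or more dose response concentrations, cut at about 23% in these data, passing the limit was not always enough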;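 further: plate controls were DMSO full reaction for no effect and no enzyme background for full effect; strong numbers were not always called active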
UTI89 phage lysis: inhibition of K1F phage lysis, E. coli UTI89, bacterial capsule biogenesis inhibitors, alamar blue (AID 488966) | one-dose inhibition, % at 100 µM; IC50 in µM for titrated hits | E. coli UTI89 K1F phage lysis, alamar blue, 2 h; higher % means a stronger effect | actives 0.02% (n = 340,000);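 active means phage lysis inhibition, versus mean bacterial control, above a set limit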;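 further: capsule biogenesis inhibitors block K1F phage lysis so surviving cells raise fluorescence; higher fluorescence means more inhibition of phage lysis; actives were called in the ten point dose series up to 300 µM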
Myeloid diff 2: induction of myeloid progenitor differentiation, primary screen, cell-based, flow cytometry, MLPCN library; ER-HoxA9 myeloid progenitors, lysozyme-GFP differentiation; calls only at 10 µM; actives 1% (n = 360,000);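 active means normalized GFP-positive differentiation at or above the plate's own cutoff, the solvent-only control mean plus 3 SD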;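 further: cells exposed to compound for four days before flow analysis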
Lipid droplet: inhibitors of hepatocyte lipid droplet formation, primary screen, imaging, high-throughput imaging, BODIPY stain; AML12 mouse hepatocytes, oleate lipid droplets; inhibition, % at 6.5 µM; actives 0.4% (n = 240,000); AID 1656, 2009;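 active means lipid droplet intensity inhibited by at least 50%, with more than 500 cells counted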
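System: AML12 hepatocytes (mouse). Probe or stimulus: oleic acid at 100 µM to induce lipid droplet formation. Times: overnight treatment with compound plus oleate. Detection: Image-based BODIPY and DAPI two-channel analysis. Evaluation: percent inhibition of filter-corrected integrated lipid droplet intensity per well.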
WT yeast gro inh: growth inhibition of WT strain, primary screen, mitochondrial fusion inhibitor project, WT and mutant strains, chemical genetic; mitochondrial fusion phenotypic screen; inhibition, % at 10 µM; actives 2.1% (n = 190,000); in the data active means inhibition above about 58%; tested in S. cerevisiae
ER stress rescue: rescue of cells from ER stress-induced death, primary screen, 384-well, CSM14.1, thapsigargin, ATP luminescence (AID 1222). CSM14.1 thapsigargin-induced death rescue, ATP luminescence; higher % means a stronger effect. one-dose cellular ATP content (survival), % at 20 µM; EC50 in µM for titrated hits. 190,000 tested, under 10 active;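 active means EC50 below 50 µM in the dose-response confirmation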;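 further: death triggered by thapsigargin at about 15 µM added after 2 h compound pretreatment; cell ATP read after overnight thapsigargin exposure of roughly 18 to 22 hours; normalized against plate controls of thapsigargin alone and 5% DMSO vehicle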
TNAP activators: human TNAP enzyme activators, primary screen, biochemical, luminescent, no phosphate acceptor, uHTS (AID 1001). Alkaline phosphatase, tissue-nonspecific isozyme (Homo sapiens). purified TNAP, luminescent activation assay, no phosphate acceptor; higher activation fold means a stronger effect. one-dose activation fold at 20 µM; EC50 in µM for titrated hits. actives 0.03% (n = 200,000); in the data active means activation fold from about 3, or a potency from the dose series; inactive means the rest, 99 in 100 with activation fold below about 1.6; further: many of its hits are not listed in these tables
human PMI inhibition: inhibitors of human PMI, primary screen, biochemical, fluorescence intensity, coupled assay (AID 1209) | actives 0.42% (n = 190,000) | one-dose inhibition, % at 20 µM; IC50 in µM for titrated hits | Mannose-6-phosphate isomerase (Homo sapiens) | purified PMI enzyme, coupled fluorescence intensity; higher % means a stronger effect;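 further: plate controls were DMSO vehicle for no effect and wells lacking substrate for full effect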
WT yeast gro inh mutant strain: also measured in WT yeast gro inh; calls as there; inhibition, %; mitochondrial fusion phenotypic screen, mutant strain inhibition
Lipid droplet cells 6.5 µM: also measured in Lipid droplet; calls as there; cell count; measured here: cell count, cytotoxicity flag;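 cells counted across two imaged fields per well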
Myeloid diff 2 GFP+ MAC1+ %: further read-out of Myeloid diff 2, marked with its call; GFP+ MAC1+ double positive, %; measured here: differentiation confirmed by MAC1 staining
Active calls of the source: *; i = inactive; x = no result given; [ ] = another dose, or the depositor's remark. Unless noted, no stated cut-off is given here; in the data, active means inhibition above about 50%; inactive means the rest.

Each structure is followed by: human PMI inhibitors	P. falciparum M1AAP	UTI89 phage lysis	Myeloid diff 2	Myeloid diff 2 GFP+ MAC1+ %	Lipid droplet	Lipid droplet cells 6.5 µM	WT yeast gro inh	WT yeast gro inh mutant strain	ER stress rescue	TNAP activators	human PMI inhibition
(1) O=C(COc1ccccc1)NCc1ccc2c(c1)OCO2
    -3%	0%	-0.4%	i	5.6	x	x	13	20	5.3%	1.1	-3%
(2) Nc1nnc(SCC(=O)NC2CCCCC2)n1-c1ccccc1
    3%	2%	0.5%	i	0.7	40	723	-3	-1	-3.4%	1.1	8%
(3) CCCn1c(SCC(=O)Nc2cccc(S(=O)(=O)N3CCCC3)c2)n[nH]c1=O
    6%	8%	0.0%	i	0.5	1	696	-24	8	0.3%	1.1	3%
(4) Cc1ccc(-c2nc(COC(=O)c3c(C)noc3C)cs2)cc1
    18%	-4%	-0.2%	i	3.0	x	x	-28	-12	0.8%	1.1	6%
(5) S=c1[nH]nc(C2CCCCC2)n1/N=C/c1ccc(Br)s1
    13%	7%	0.1%	i	0.8	x	x	-14	-5	-1.7%	0.6	19%
(6) COc1ccc(N2C(=O)CC(S/C(N)=N/N=C/c3ccnc4ccccc34)C2=O)cc1 (stereo unspecified)
    -6%	2%	x	x	x	-20	491	0	-2	-1.5%	1.2	-7%
(7) O=C(NCc1ccco1)C1(c2ccc(Br)cc2)CCCC1
    10%	4%	1.9%	i	7.5	-7	770	3	-5	-0.5%	1.2	11%
(8) Cc1ccc(S(=O)(=O)NCCSc2ncccn2)cc1
    x	7%	0.2%	i	0.4	-11	682	8	-14	-1.1%	1	x
(9) Cc1ccccc1NC(=O)Cn1nnc2ccccc21
    -8%	2%	-0.1%	i	0.2	22	669	9	2	-0.6%	1.2	0%
(10) CCCCN(CC)CCNC(=O)Cn1cnc2sc(C)c(S(=O)(=O)N3CCOCC3)c2c1=O
    8%	-4%	-0.2%	i	1.6	-26	773	11	-1	-1.4%	1.1	9%
(11) Cc1nccc2[nH]c(=O)c(C(=O)NC(C)CCc3ccccc3)cc12 (stereo unspecified)
    -5%	6%	x	x	x	12	740	-3	7	-5.2%	1.1	-4%
(12) COc1ccc(C(=O)N(Cc2nc(-c3ccc(C)cc3)no2)C(C)C)cc1OC
    4%	-4%	-0.1%	i	3.3	x	x	16	7	4.2%	1.2	4%
(13) Cc1ccc(/C=C/C(=O)Nc2sc(C)c(C)c2C(=O)OC(C)C)o1
    -8%	0%	0.1%	i	0.3	6	659	-6	10	-1.9%	1.1	2%
(14) O=S(=O)(Nc1ccc(N=Nc2ccccc2)cc1)c1ccccc1
    10%	18%	-1.4%[50 µM]	i	0.5	8	593	-4	-3	3.0%	0.9	13%
(15) COC(=O)c1ccc(CSc2ccc3nnc(-c4ccccc4)n3n2)o1
    5%	-3%	-1.9%	i	3.2	28	648	-4	4	-1.3%	0.9	8%
(16) COC(=O)/C(=N/Nc1ccccc1OC)N1CCCc2ccccc21
    x	2%	0.5%	i	0.5	1	755	x	x	x	x	x
(17) Cc1cc(C)n2cc(CSc3ncn[nH]3)nc2n1
    -6%	-5%	0.4%	i	0.1	7	667	-1	9	1.7%	0.9	-5%
(18) CCOc1cc(/C=C2\SC(=Nc3ccccc3)N(c3ccccc3)C2=O)ccc1OCC(=O)O
    8%	9%	1.5%	i	1.1	13	715	14	-9	-0.9%	1.1	3%
(19) COc1ccc(Oc2nccc(OC)c2C#N)cc1
    17%	-4%	0.3%[50 µM]	i	1.3	5	672	11	-7	3.1%	1.1	14%
(20) CCOC(=O)c1ccc(NC(=O)CC2S/C(=N/N=C/c3c[nH]c4ccccc34)NC2=O)cc1 (stereo unspecified)
    13%	10%	3.3%	i	0.2	19	663	10	5	1.8%	1.1	18%

In a second layout: entries from further up
| item | Compound | human PMI inhibitors | P. falciparum M1AAP | UTI89 phage lysis | Myeloid diff 2 | Myeloid diff 2 GFP+ MAC1+ % | Lipid droplet | Lipid droplet cells 6.5 µM | WT yeast gro inh | WT yeast gro inh mutant strain | ER stress rescue | TNAP activators | human PMI inhibition |
| --- | --- | --- | --- | --- | --- | --- | --- | --- | --- | --- | --- | --- | --- |
| 7 | O=C(NCc1ccco1)C1(c2ccc(Br)cc2)CCCC1 | 10% | 4% | 1.9% | i | 7.5 | -7 | 770 | 3 | -5 | -0.5% | 1.2 | 11% |
| 8 | Cc1ccc(S(=O)(=O)NCCSc2ncccn2)cc1 | x | 7% | 0.2% | i | 0.4 | -11 | 682 | 8 | -14 | -1.1% | 1 | x |
| 9 | Cc1ccccc1NC(=O)Cn1nnc2ccccc21 | -8% | 2% | -0.1% | i | 0.2 | 22 | 669 | 9 | 2 | -0.6% | 1.2 | 0% |
| 10 | CCCCN(CC)CCNC(=O)Cn1cnc2sc(C)c(S(=O)(=O)N3CCOCC3)c2c1=O | 8% | -4% | -0.2% | i | 1.6 | -26 | 773 | 11 | -1 | -1.4% | 1.1 | 9% |
| 11 | Cc1nccc2[nH]c(=O)c(C(=O)NC(C)CCc3ccccc3)cc12 (stereo unspecified) | -5% | 6% | x | x | x | 12 | 740 | -3 | 7 | -5.2% | 1.1 | -4% |

Other entries.
Each structure is followed by: human PMI inhibitors	P. falciparum M1AAP	UTI89 phage lysis	Myeloid diff 2	Myeloid diff 2 GFP+ MAC1+ %	Lipid droplet	Lipid droplet cells 6.5 µM	WT yeast gro inh	WT yeast gro inh mutant strain	ER stress rescue	TNAP activators	human PMI inhibition
(21) Cn1c(SCCS(=O)(=O)c2ccc(Cl)cc2)nnc1-c1ccccc1
    13%	14%	0.4%	i	1.0	x	x	16	11	-1.3%	1	8%
(22) CC1=C(C(=O)Nc2ccccc2)C(c2ccncc2)n2nnnc2N1 (stereo unspecified)
    x	9%	0.6%	i	0.7	x	x	-18	-9	x	x	x
(23) Oc1ccccc1/C=N/Nc1ccnc(SCc2ccccc2)n1
    22%	6%	0.5%[50 µM]	i	0.6	-1	628	7	8	-1.8%	1.6	24%
(24) CCN(CCNC(=O)C1CCCN(S(=O)(=O)c2cnc[nH]2)C1)c1ccccc1 (stereo unspecified)
    1%	3%	0.4%	i	1.3	x	x	13	-1	-0.4%	1.1	-3%
(25) FC(F)(F)c1nnc2c(Sc3ccccn3)nc3ccccc3n12
    10%	2%	1.6%	i	0.8	x	x	3	-13	0.6%	1.1	9%
(26) Cc1ccc(-n2cc(CNCCc3ncc(C)[nH]3)c(-c3ccc(F)cc3)n2)cc1
    x	3%	i	i	0.0	9	476	49	3	-2.0%	1.5	x
(27) O=C(O)c1c2c(nc3ccc(S(=O)(=O)N4CCC(C(=O)NC5CCCC5)CC4)cc13)CCCCC2
    -1%	26%*	0.1%	i	1.8	-10	667	-6	-4	x	1.1	12%
(28) CCOC(=O)C1CCN(Cc2ccc(N(C)C)cc2)CC1
    8%	2%	-0.1%	i	1.9	15	745	-10	1	-3.4%	1.1	11%
(29) Cc1ccc(OC(=O)c2ccc(C)c(C)c2)cn1
    -1%	-3%	-0.1%	i	1.8	x	x	40	33	-2.6%	1.1	-3%
(30) C/C(CCc1ccc2c(c1)OCO2)=N\N=C1\NC(=O)CC(C(=O)Nc2ccccc2F)S1 (stereo unspecified)
    12%	-2%	-0.1%	i	0.1	-3	679	5	-3	3.6%	1	11%
(31) Cc1cc(C)nc(-n2nc(C)c3c(C(F)(F)F)cc(=O)[nH]c32)n1
    2%	11%	-4.2%	i	0.4	3	727	-13	-4	-1.5%	1	0%
(32) COc1ccc(CCN2CC3=C(C2=O)C(c2ccccc2)NC(=O)N3C)cc1OC (stereo unspecified)
    8%	8%	1.0%	i	1.3	-1	784	10	-2	-2.6%	1.1	15%
(33) CCOC(=O)Oc1ccc2oc(=O)cc(C)c2c1
    -1%	1%	0.3%	i	1.3	x	x	4	2	1.0%	1.1	-2%
(34) NC(=O)c1ccc(NCc2ccco2)c([N+](=O)[O-])c1
    6%	4%	0.3%	i	1.2	x	x	-8	-89	-0.8%	1	4%
(35) CC1CCCN(C(=O)c2cc(F)c(F)cc2Cl)C1 (stereo unspecified)
    5%	4%	6.5%	i	1.0	1	747	5	58	-1.7%	1.1	9%
(36) O=C(CCN1C(=O)/C(=C/c2ccc3c(c2)OCO3)SC1=S)NNC(=O)c1cccnc1
    -3%	8%	-0.8%	i	0.5	0	670	-12	-29	0.1%	1.6	-1%
(37) COc1ccc2cnn(-c3ccc(OC(F)(F)Cl)cc3)c(=O)c2c1OC
    x	-5%	0.5%	i	0.4	-8	691	x	x	x	x	x
(38) CC1(C)CC(=O)C2=C(C1)Nc1ncnn1C2c1cccs1 (stereo unspecified)
    7%	-18%	0.3%	i	0.1	-2	677	6	-1	x	1.1	-1%
(39) CCN(CC)CCN1C(=O)C(=O)/C(=C(/O)c2ccc(OCC(C)C)cc2)C1c1ccncc1 (stereo unspecified)
    -7%	x	x	x	x	x	x	x	x	-1.7%	1.1	-14%
(40) N#CCCN(C1CCCCC1)S(=O)(=O)c1cccc2nsnc12
    0%	6%	5.0%	i	0.3	-7	737	-13	-18	-2.5%	1.1	4%
(41) CCOC(=O)NC1(C(F)(F)F)NC(=O)N(c2cccc(C(F)(F)F)c2)C1=O (stereo unspecified)
    0%	-2%	0.1%	i	1.4	4	637	1	-8	0.0%	1.2	24%
(42) COCc1nnc(NC(=O)c2cccs2)s1
    11%	11%	0.6%	i	1.8	-10	580	-12	-4	-1.9%	1.1	7%
